High-throughput results: PubChem BioAssay, several laboratories
Rin1 Abl inh – human Rin1-Abl interaction inhibition. inhibition, % at 7.35 µM. TR-FRET Rin1/Abl binding, biochemical. hit rate 0.4% among 360,000; in the data active = inhibition above about 5%, passing the limit was not always enough
bovine MsrA act – activates bovine MsrA enzyme. purified bovine MsrA, absorbance read-out. activation, % at 10.6 µM. hit rate 0.3% among 360,000. AID 602163; in the data active = activation above about 7.5%;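 also: 0% = vehicle and 100% = reference activator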
CSN deneddyl inh – CSN deneddylation inhibition. Purified CSN, SCF-Nedd8-OG deneddylation, fluorescence polarization. inhibition, % at 12.5 µM. hit rate 0.38% among 360,000. AID 651999;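 active = pattern-corrected inhibition above about 35%, with an unprinted fluorescence ratio check between 0.5 and 1.5, limit read from the data, passing the limit was not always enough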;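 also: 0% = enzyme with substrate and 100% = substrate without enzyme; some results filed as inactive read as strong as hits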
Target sequence (Q92905 whole entry, looked up, one chain of several): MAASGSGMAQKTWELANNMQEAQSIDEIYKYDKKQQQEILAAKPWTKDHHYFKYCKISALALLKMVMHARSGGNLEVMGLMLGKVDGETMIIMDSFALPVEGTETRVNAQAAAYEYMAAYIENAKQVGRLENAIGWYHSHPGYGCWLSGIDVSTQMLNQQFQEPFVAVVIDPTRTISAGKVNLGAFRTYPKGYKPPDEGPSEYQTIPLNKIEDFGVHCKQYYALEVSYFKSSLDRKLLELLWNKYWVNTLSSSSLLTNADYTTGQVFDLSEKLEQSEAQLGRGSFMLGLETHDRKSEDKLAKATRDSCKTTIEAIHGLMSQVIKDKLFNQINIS
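test system = HEK293T-derived human Csn5 enzyme | amount = 0.24 nM Csn5 enzyme, final concentration | medium = Tris/NaCl/DTT buffer, pH 7.5 | schedule = 90 min reaction at room temperature | signal = FP | evaluation = inhibition of Csn5 cleavage, % | compound dosing = single dose of 12.5 µM compound with 0.25% DMSO | probe or stimulus = 10 nM SCFSkp2-Nedd8OG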
E coli Lon inh – inhibits E. coli Lon protease; P0A9M0; purified E. coli Lon protease, fluorescence polarization; inhibition, % at 7.94 µM; hit rate 0.42% among 360,000; AID 602123; in the data active = inhibition above about 13%, passing the limit was not always enough;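 also: 0% = enzyme with probe and DMSO and 100% = no enzyme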
MT1-MMP act inh – MT1-MMP (human) activation inhibition | GFP/RFP ratio change, % at 20 µM | AID 651647 | P50281 | hit rate 0.061% among 360,000 | HT1080 RFP-PRO-GFP cells, GFP/RFP ratio fluorescence, overnight; percent of plate control window, DMSO zero;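 active = GFP/RFP ratio change of at least 30% with cell ATP level not reduced by more than half and red fluorescence within 50% of control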; also: strong numbers were not always called active
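Assay system: HT1080 cells carrying an RFP-PRO-GFP reporter | Dosing: Single dose of 20 µM compound, 1% DMSO final | Incubation: Cells overnight before dosing, compound overnight, 37 °C, 5% CO2 | Evaluation: GFP/RFP fluorescence ratio | Control set: DMSO and RFP-L50D-GFP cell wells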
Rpn11 inh – blocks the human proteasome subunit Rpn11. human 26S proteasome, Ub4-pepOG fluorescence polarization; 20S core pre-blocked with epoxomicin. hit rate 0.59% among 360,000. calls only at 20 µM. AID 588493;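 active = inhibition at 20 µM, scaled to each plate's controls, above about 33%, limit read from the data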
FAS-TE inh – inhibitors of human fatty acid synthase thioesterase domain. inhibition, % at 15 µM. hit rate 0.67% among 360,000. AID 602261. P49327. recombinant FAS-TE, OMFH fluorogenic substrate, fluorescence endpoint;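 active = compounds whose normalised, plate-corrected inhibition of enzyme fluorescence in the single-dose primary screen is 50% or more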;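 also: 0% = DMSO with enzyme and 100% = substrate without enzyme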
MLLE-PAM2 inh – inhibitors of microRNA-mediated deadenylation, human PABP1 MLLE binding | GST-MLLE / FITC-PAM2 fluorescence polarization | inhibition, % at 20 µM | hit rate 0.36% among 360,000 | AID 588489; in the data active = inhibition above about 35%, passing the limit was not always enough;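 also: plate controls were DMSO wells with GST-MLLE for no effect and wells lacking GST-MLLE protein for full effect; some results filed as inactive read as strong as hits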
Target sequence (P11940 whole entry, looked up): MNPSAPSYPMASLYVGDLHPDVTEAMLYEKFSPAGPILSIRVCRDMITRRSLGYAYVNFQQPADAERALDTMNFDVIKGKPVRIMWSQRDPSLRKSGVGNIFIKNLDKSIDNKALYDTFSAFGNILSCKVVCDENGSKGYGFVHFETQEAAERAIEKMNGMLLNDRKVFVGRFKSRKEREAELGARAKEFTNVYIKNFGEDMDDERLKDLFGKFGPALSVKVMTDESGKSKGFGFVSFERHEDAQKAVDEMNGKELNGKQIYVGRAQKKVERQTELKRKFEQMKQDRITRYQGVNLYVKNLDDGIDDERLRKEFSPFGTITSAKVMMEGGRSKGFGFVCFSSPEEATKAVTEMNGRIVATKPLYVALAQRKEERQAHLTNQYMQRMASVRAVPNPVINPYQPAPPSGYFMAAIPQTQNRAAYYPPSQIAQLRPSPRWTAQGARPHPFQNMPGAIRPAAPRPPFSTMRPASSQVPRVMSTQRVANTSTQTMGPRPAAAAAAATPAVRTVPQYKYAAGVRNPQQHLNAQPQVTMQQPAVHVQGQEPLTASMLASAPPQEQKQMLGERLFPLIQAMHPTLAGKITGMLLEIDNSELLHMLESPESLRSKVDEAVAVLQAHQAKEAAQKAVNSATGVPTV
MsrA inh – inhibits bovine methionine sulfoxide reductase A; purified bovine MsrA, absorbance read-out; inhibition, % at 15.5 µM; hit rate 0.75% among 360,000; AID 651718; in the data active = inhibition above about 4.5%;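 also: 0% = vehicle wells with enzyme and 100% = reference inhibitor wells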
* = called active by the depositor; i = inactive; x = no result given; + = active, no number. Hits appear at their usual frequency. About 3.7% of those tested had a hit in this group.

cpd	SMILES	Rin1 Abl inh	bovine MsrA act	CSN deneddyl inh	E coli Lon inh	MT1-MMP act inh	Rpn11 inh	FAS-TE inh	MLLE-PAM2 inh	MsrA inh
1	CCOC(=O)C1=C(COC(=O)/C=C/c2cccc([N+](=O)[O-])c2)NC(=O)NC1C (centres undefined)	4.8	-1.5	-5.3	-4.2	4.0	i	-5.3	0.2	0.2
2	Cc1cc(C(=O)COC(=O)c2ccc(O)cc2)c(C)n1-c1ccccc1F	-1.8	0.1	-3.4	4.8	4.8	i	8.6	-1.8	2.8
3	C/C=C(\C)CN1CCC(Oc2ccc(C(=O)NCc3ccccn3)cc2)CC1	0.3	-3.2	2.4	-6.6	-3.6	i	-1.9	4.0	-0.9
4	CC(C)C(=O)Nc1ccc(Cc2ccc(NC(=O)C(C)C)c(O)c2)cc1O	0.3	-8.7	1.6	1.4	3.2	i	-4.6	-9.0	0.7
5	O=C(Nc1cccnc1)c1cc(-c2ccco2)on1	1.8	0.6	1.6	-5.7	-1.4	i	-9.1	-7.0	0.2
6	CCCCN(C)CCn1c(=S)[nH]c2cc(OCC)c(OCC)cc2c1=O	0.6	-6.2	-6.1	-7.7	1.4	i	-4.5	-80.2	-0.9
7	CC(C)N(C(=O)CSc1nnc(CNc2ccc(F)cc2)o1)C(C)C	2.2	2.6	-1.8	-1.9	-0.5	i	-3.5	-4.4	-0.3
8	O=C(Nc1ccc(Cl)cc1)c1cc2c(cc1O)[nH]c1ccccc12	-0.9	-7.2	-0.8	3.8	8.6	i	22.8	-33.3	1.0

Following part
cpd	SMILES	Rin1 Abl inh	bovine MsrA act	CSN deneddyl inh	E coli Lon inh	MT1-MMP act inh	Rpn11 inh	FAS-TE inh	MLLE-PAM2 inh	MsrA inh
9	Cc1cccc(C)c1N1C(=O)CC(N(O)c2ccccc2)C1=O (centres undefined)	0.6	-2.2	-1.5	-6.0	-1.7	i	-6.9	1.4	1.7
10	Cc1sc2ncnc(SCC(=O)NNC(=O)c3ccco3)c2c1C	-3.2	1.9	0.1	4.6	-5.6	i	-7.4	-4.2	-0.5
11	O=C(O)CN1C(=O)/C(=C/c2ccsc2)SC1=S	-4.4	-4.2	1.0	1.3	-0.8	i	-0.3	19.5	2.8
12	NC(=O)C1CCN(c2nc(-c3ccccc3-c3ccccc3)cs2)CC1	-1.3	-3.4	1.2	-0.6	27.1	i	-8.6	15.8	-0.7
13	Cc1ccnc(NC(=O)CCC(=O)N(CC(=O)NC(C)(C)C)c2ccc3c(c2)OCO3)c1	-0.1	-1.3	-1.4	-0.2	-2.2	i	1.2	5.9	-0.9
14	CCOC(=O)c1c(-c2ccccc2)oc2ccc(OCC(O)CN(C)C)cc12 (centres undefined)	-3.0	-0.2	2.4	-13.4	-0.4	i	-7.6	15.5	-0.2
15	CN(C(=O)c1ccncc1)c1nnc(-c2cnccn2)s1	-2.2	-10.4	-2.0	2.1	7.0	i	-14.2	7.6	0.2
16	CCOC(=O)c1c(NC(=O)Cn2nnc(-c3ccc(Cl)cc3)n2)sc(C)c1C	-0.2	0.6	-1.3	0.1	-15.0	i	14.9	2.0	2.3

(next part)
cpd	SMILES	Rin1 Abl inh	bovine MsrA act	CSN deneddyl inh	E coli Lon inh	MT1-MMP act inh	Rpn11 inh	FAS-TE inh	MLLE-PAM2 inh	MsrA inh
17	CCOC(=O)N1CCC2(CC1)C(C#N)=C(N)OC1=C2C(=O)CC(C)C1 (centres undefined)	17.3*	0.5	1.6	-8.3	2.6	i	-4.9	-4.4	0.8
18	CCOC(=O)c1c(NC(=O)CSc2nnnn2C)sc(C(=O)N(C)C)c1C	0.9	-5.5	-0.5	-15.7	-0.1	i	-5.4	-7.9	0.3
19	CCc1ccc(NC(=O)CS(=O)CC(=O)Nc2ccc(N3CCOCC3)cc2)cc1 (centres undefined)	-4.0	-0.8	8.5	-20.6	2.7	+	-6.8	1.8	0.1
20	Cc1nc2cc(-c3ccccc3)[nH]n2c(=O)c1C	-0.8	-1.7	0.5	-5.8	-1.1	i	-7.2	8.8	1.1
21	Cc1ccc(NC(=O)CSc2nc3ccccc3c3nc4ccccc4n23)cc1	-1.0	2.6	-2.5	-4.3	-4.4	i	-13.9	24.0	1.2
22	CC(NS(C)(=O)=O)C(c1cccs1)N1CCN(c2ccc(F)cc2)CC1 (centres undefined)	-1.4	0.3	-0.1	-6.3	2.7	i	-3.8	2.2	-0.3
23	COc1ccc(N(C(C)C(=O)Nc2cccnc2)S(C)(=O)=O)cc1 (centres undefined)	3.6	-8.6	-11.4	5.0	-0.2	i	-4.9	6.9	0.7
24	O=C1C2CCCN2C(=S)N1c1ccc(Cl)cc1 (centres undefined)	1.2	-1.4	1.8	-5.0	-3.7	i	0.4	17.0	-1.4

Following part
cpd	SMILES	Rin1 Abl inh	bovine MsrA act	CSN deneddyl inh	E coli Lon inh	MT1-MMP act inh	Rpn11 inh	FAS-TE inh	MLLE-PAM2 inh	MsrA inh
25	CCOc1ccc(C2=NNC(c3cccs3)=Nc3ccc(OC)cc32)cc1OCC	-1.7	0.1	-4.3	-4.5	1.3	i	11.3	-3.4	-0.4
26	COC(=O)c1sccc1NC(=O)Nc1cc(C)cc(C)c1	1.0	2.8	-0.1	11.4	-1.9	i	21.3	-12.4	-0.2
27	O=C(NNC(=S)Nc1ccccc1Cl)C1CC1	-1.8	-3.1	1.7	-14.2	0.1	i	-14.7	-9.0	-0.8
28	COc1ccc(-n2c(C)cc(/C=C3\SC(=S)N(Cc4ccco4)C3=O)c2C)cc1	-4.1	-3.4	29.6	-206.5	-65.8	x	10.4	-126.5	0.1
29	Cc1ccc(C(C)NC(=O)c2ccc3c(c2)OCO3)cc1C (centres undefined)	-3.5	-3.5	1.3	-7.7	2.7	i	0.0	3.1	-0.8
30	CCNC(=S)N=Nc1c(O)n(Cc2ccc(Cl)cc2)c2ccccc12	-0.2	-5.7	7.3	6.1	5.4	i	36.5	13.3	2.3
31	COc1ccc(OC)c(S(=O)(=O)N2CCN(CC(O)CN3CCOCC3)CC2)c1 (centres undefined)	0.2	0.9	0.6	-9.6	-1.8	i	-5.9	-4.4	0.3
32	CC(C)C(C(=O)NC1CCCC1)N(CC1CCCO1)C(=O)CNS(=O)(=O)c1ccccc1 (centres undefined)	5.1	-9.5	-1.3	6.8	-3.0	i	-4.1	-14.6	0.6

Additional results
cpd	SMILES	Rin1 Abl inh	bovine MsrA act	CSN deneddyl inh	E coli Lon inh	MT1-MMP act inh	Rpn11 inh	FAS-TE inh	MLLE-PAM2 inh	MsrA inh
33	O=C(C1=NN(c2ccccc2)C2C(=O)N(c3cccc(Cl)c3)C(=O)C12)c1ccccc1 (centres undefined)	2.5	-4.6	5.6	-40.2	-111.6	i	64.4*	7.4	1.0
34	Cc1cccc(C)c1-n1ncc(C(=O)NC2CCCC2)c1C1CCNCC1	1.8	0.3	2.9	5.0	2.6	i	-6.6	-13.4	1.1
35	COc1ccc(/C=N/NC(=O)c2nc(-c3ccccc3)cc(-c3ccccc3)n2)cc1	-1.7	-2.9	1.3	-3.2	4.9	i	29.5	-11.5	0.6
36	O=C(NCc1ccccc1Cl)c1csc([C@@H]2O[C@H](CO)[C@H](O)[C@H](O)[C@H]2O)n1	-1.2	-3.2	-1.0	-7.5	-0.8	i	-9.8	-7.7	-0.3
37	COCCOC(=O)c1ccc(NC(=O)COc2ccc([N+](=O)[O-])cc2)cc1	-3.3	-3.3	1.2	-0.9	1.5	i	8.2	-12.3	2.9
38	COc1ccc(-c2nnc(COc3ccc(Br)cc3C)o2)cc1	-3.1	-3.5	-2.9	1.1	2.1	i	35.6	-4.5	-0.4
39	COc1cc(/C=N/NC(=O)c2cc(C)oc2C)ccc1O	-3.2	-4.5	3.3	3.5	6.3	i	-1.4	2.3	2.7
40	CC(C)Cc1cc(C(=O)Nc2cccc(O)c2)no1	3.0	-10.2	-1.8	-5.0	5.4	i	-10.7	-5.2	-0.3

Next section:
cpd	SMILES	Rin1 Abl inh	bovine MsrA act	CSN deneddyl inh	E coli Lon inh	MT1-MMP act inh	Rpn11 inh	FAS-TE inh	MLLE-PAM2 inh	MsrA inh
41	Cc1nc(-n2cc(F)c(=O)[nH]c2=O)c2nc(C)oc2n1	-2.3	-10.1	5.3	3.8	5.6	i	-8.9	7.2	0.3
42	Cc1cccc(C(=O)Nc2ccc(NC(=O)CN3CCOCC3)cc2)c1	3.4	-1.6	-2.0	2.6	5.8	i	-2.9	-13.6	-0.4
43	O=C(COc1ccccc1F)OCC(=O)c1ccc([N+](=O)[O-])cc1	-1.3	-0.6	1.4	-6.6	-3.8	i	10.8	-1.0	-0.6
44	Cc1cc(C(=O)NC2CC(C)(C)Cc3c2cnn3-c2ccccc2)n[nH]1 (centres undefined)	-1.2	-1.2	0.7	0.6	-4.7	i	-4.9	0.3	-0.6
45	Cc1cccc(NC(=S)NCc2ccc3c(c2)OCO3)c1C	-1.1	-5.2	-7.1	5.8	-0.2	i	-8.7	-44.3	-0.8
46	Cc1cccc(N2CC(C(=O)OCC(=O)c3ccc(OC(=O)c4cccs4)cc3)CC2=O)c1C (centres undefined)	6.8	-5.6	3.3	5.8	3.1	i	23.2	-8.2	-0.2
47	CCN(CC(=O)NC(=O)NC1CCCC1)Cc1ccccc1	1.4	0.5	-0.9	-11.6	2.6	i	-6.7	-3.4	-1.7
48	CCNc1nc(NC(C)(C)C)nc(SCC(N)=O)n1	1.8	-2.2	-12.1	-1.2	-0.7	i	-0.6	-4.9	0.1

Next records:
cpd	SMILES	Rin1 Abl inh	bovine MsrA act	CSN deneddyl inh	E coli Lon inh	MT1-MMP act inh	Rpn11 inh	FAS-TE inh	MLLE-PAM2 inh	MsrA inh
49	O=C(Nc1cccc2ccccc12)C1CCN(C(=O)Cc2ccccc2)CC1	-3.2	1.8	3.3	-5.9	2.3	i	3.9	8.3	-0.2
50	NC(=O)c1cccc(-c2ccnc3c2CC(C(=O)Nc2ccc(Cl)cc2)O3)c1 (centres undefined)	-3.1	-4.8	-0.8	2.5	3.6	i	5.7	-5.0	-0.6
51	CCOC(=O)N1CCC(NC(=O)C2CCN(S(=O)(=O)c3c(C)noc3C)CC2)CC1	-1.8	-3.1	3.3	3.3	1.1	i	-6.0	-5.8	0.6
52	CC(=O)c1c(O)cc2c3c1OC(C)(C)C1CCC(C)(CC31)O2 (centres undefined)	2.2	-2.4	-0.5	6.6	-13.7	i	19.6	10.3	0.8
53	CC(=O)Nc1nonc1NC(C)=O	-2.4	-1.0	-6.4	-7.4	0.1	i	-6.3	4.7	-0.9
54	COc1ccc(CCNC(=O)C/C(C)=N/NC(=O)C2CCCCC2)cc1OC	0.7	-9.2	-9.7	-3.6	3.5	i	-5.2	4.4	0.4
55	C[C@H]1CN([C@@H](C)CO)C(=O)CCCn2cc(nn2)CO[C@@H]1CN(C)S(C)(=O)=O	1.7	-6.2	-5.3	-2.1	1.4	i	-2.6	17.7	0.5
56	CCN(C(=O)CSC1=Nc2ccccc2C2CC=NN12)C1CCS(=O)(=O)C1 (centres undefined)	-3.4	-3.4	5.0	-5.3	-2.5	i	-4.0	13.3	0.1
